RAD54 branch: inhibitors of human RAD54 branch migration, primary screen, biochemical, fluorescence, single point. DNA repair and recombination protein RAD54-like (Homo sapiens), Q92698. RAD54 Holliday junction branch migration, FAM/BHQ fluorescence. inhibition, % at 10.4 µM. hit rate 0.14% among 360,000. AID 602329, 2012;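 active means mean normalized replicate activity at least 40 and at least half of replicates scoring 40 or more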;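 further: 0% = median of neutral control wells and 100% = median of positive control wells; inhibitors cause a drop in the FAM fluorescence signal; in these data hits start at about 50%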
S100A4 MyoIIA: inhibitors of S100A4-myosin IIA peptide binding, primary screen, biochemical, fluorescence polarization, TAMRA-MyoIIA peptide; Protein S100-A4 (Homo sapiens), P26447; inhibition, % at 10.7 µM; hit rate 0.14% among 360,000;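 active means mean inhibition of at least 70% across replicates, with every replicate also reaching that level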
Target sequence (P26447 whole entry, looked up): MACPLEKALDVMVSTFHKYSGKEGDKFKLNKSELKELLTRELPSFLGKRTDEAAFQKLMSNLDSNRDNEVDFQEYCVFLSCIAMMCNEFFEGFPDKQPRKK
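System – human S100A4 monomer protein, biochemical binding assay · Buffer or medium – Calcium-containing HEPES buffer, pH 7.2 · Timing – 5 min between mix addition and reading · Also added – TAMRA-labelled myosin IIA heavy-chain peptide probe, 5 nM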
esBAF inh: Bmi1 luciferase reporter increase in mESCs, primary screen, esBAF inhibitor project, mouse ES cells, Bmi1 luciferase knock-in, single point | 24 h; 100% = twice the neutral-well signal | reporter increase, % at 12.5 µM | hit rate 2% among 350,000 | AID 602393, 2012; in the data active means activation above about 40%;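 further: 0% = median of the plate's neutral control wells and 100% = double that signal; a rise in the Bmi1 reporter signal indicates esBAF inhibition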
E-sel inducer: E-selectin induction in HUVECs, primary screen, imaging, HUVEC, immunofluorescence imaging, single point; normalized: neutral wells 0, TNF-alpha wells 100; hit rate 0.37% among 260,000; activation, % at 7.58 µM;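 active means mean E-selectin-positive cell signal at least 10% of the positive control, reached in at least 60% of replicates, without over 20% cell loss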;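 further: in these data hits start at about 27%; measured in HUVEC primary endothelial cells; signal is the percent of cells scored E-selectin positive by PE staining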
Target sequence (P16581 whole entry, looked up): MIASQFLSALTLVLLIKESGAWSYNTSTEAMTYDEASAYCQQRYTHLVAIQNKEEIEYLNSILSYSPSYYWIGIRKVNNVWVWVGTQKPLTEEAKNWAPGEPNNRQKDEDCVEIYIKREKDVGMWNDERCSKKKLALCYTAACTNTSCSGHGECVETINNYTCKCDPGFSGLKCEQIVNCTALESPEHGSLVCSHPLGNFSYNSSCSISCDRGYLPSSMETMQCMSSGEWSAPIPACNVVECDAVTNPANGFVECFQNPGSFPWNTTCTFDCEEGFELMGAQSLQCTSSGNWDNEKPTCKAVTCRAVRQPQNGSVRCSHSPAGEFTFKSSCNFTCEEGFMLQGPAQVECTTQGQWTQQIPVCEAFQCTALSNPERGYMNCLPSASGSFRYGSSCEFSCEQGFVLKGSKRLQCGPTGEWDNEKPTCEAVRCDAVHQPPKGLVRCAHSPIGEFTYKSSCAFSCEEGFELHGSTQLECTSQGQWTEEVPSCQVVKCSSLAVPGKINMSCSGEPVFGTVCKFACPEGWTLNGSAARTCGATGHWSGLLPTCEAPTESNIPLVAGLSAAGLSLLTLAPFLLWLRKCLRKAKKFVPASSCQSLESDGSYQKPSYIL
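Read-out basis: % PE-positive cells; Test system: HUVEC primary endothelial cells; Technique: immunofluorescence imaging; Dosing: single-point compound dose.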
FN deposition inh: inhibitors of fibronectin matrix deposition, primary screen, AH1F cells, Alexa488-fibronectin fluorescence, plate reader. AH1F fibroblasts, overnight. inhibition, % at 12.6 µM. hit rate 0.086% among 350,000;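 active means mean inhibition across replicates of 30% or more, regardless of how many single replicates reach that level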;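 further: positive control wells lacked labelled fibronectin entirely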
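Assay system: AH1F fibroblasts / Quantity: 10000 cells per well / Medium: DMEM plus 2% serum, read in PBS / Reagent: labelled fibronectin 24 nM / Dosing: single dose, pinned / Times: 1 h cell attachment, overnight exposure to compound and label / Signal: fluorescence, ex 485 nm, em 525 nm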
XiGFP reactiv: activators of inactive X chromosome reactivation, primary screen, imaging, XiGFP fibroblasts, GFP high-content imaging, set 2; activation, % at 7.58 µM; XiGFP mouse fibroblasts, % GFP-positive cells imaging, 3 d; cells co-treated with 5-aza-dC sensitizer; scaled so ellipticine positive control = 100%; hit rate 0.055% among 360,000;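 active means mean normalized replicate activation at least 10% and every replicate at or above 10%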;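 further: 0% = median of on-plate neutral control wells and 100% = ellipticine 6 µM median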
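material = 68-5-11 XiGFP fibroblast line | medium = DMEM plus 5-aza-dC sensitizer | schedule = 3 days compound exposure | benchmarks = positive control ellipticine, 6 µM final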
EWS-Fli block: EWS/Fli-driven NR0B1 reporter inhibitors, primary screen, A673 cells, NR0B1 luciferase, luminescence, MLPCN library. viability-normalised. hit rate 0.67% among 350,000. AID 651661, 2012. inhibition, % at 12.6 µM;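 active means mean inhibition of at least 50% after viability correction, with every replicate also passing that limit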;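 further: firefly luciferase signal divided by Alamar Blue viability fluorescence both relative to DMSO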
RAD52 anneal inh: RAD52 DNA annealing inhibitors, primary screen, biochemical, FRET, single point, set 2; AID 651710, 2012; recombinant RAD52 DNA annealing, FRET fluorescence; inhibition, % at 18.7 µM; hit rate 0.46% among 360,000;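 active means every replicate showing at least 50% inhibition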
* marks the source's active call; other numbers are inactive results; x = not tested or not shown; & = joins results of further samples.

SMILES	RAD54 branch	S100A4 MyoIIA	esBAF inh	E-sel inducer	FN deposition inh	XiGFP reactiv	EWS-Fli block	RAD52 anneal inh
CC(=O)N(C)C[C@H]1Oc2ncc(-c3cccc(F)c3)cc2C(=O)N([C@H](C)CO)C[C@@H]1C	4	17	6	-0.3	-3	-0.7	-12	0
CC1(C(=O)NCc2cccs2)CCN1C(=O)Cc1cccc2ccccc12 (stereo not given)	6	-3	-9	-0.1	-5	0.0	-9	4
CCOc1ccccc1NC(=O)CCc1nnc2ccc(N3CCC4(CC3)OCCO4)nn12	-4	12	-6	10	-6	0.0	-5	-9
O=C(NCc1ccco1)Nc1c(Cl)cc(Cl)cc1Cl	x	16	x	0.1	4	1.2	-21	-30
CC1CCCC(NC(=O)COC(=O)c2cccc(S(=O)(=O)N3CCCCC3)c2)C1C (stereo not given)	x	2	-4	0.4	1	0.3	-3	2
O=C(Nc1cc(C(F)(F)F)ccc1-n1cncn1)C1CC1	7	-6	-2	0.0	x	0.2	-5	-6
COc1ccc(-c2cnc3c(c2)C(=O)N([C@H](C)CO)C[C@H](C)[C@H](CN(C)C(=O)CN(C)C)O3)cc1	6	-14	5	0.2	7	-0.7	-14	-19
C[C@H]1CN([C@@H](C)CO)C(=O)c2cc(-c3cccc(F)c3)cnc2O[C@H]1CN(C)C(=O)C1CCC1	1	30	3	-0.4	-16	-0.5	0	2
CCCNC(=O)N1C[C@H]2[C@@H](c3ccccc31)[C@H](CO)N2C(=O)c1ccccc1	1	8	-2	0.1	x	0.2	4	-19
CCc1cccc2c(C(=O)COC(=O)c3ccc([N+](=O)[O-])s3)c[nH]c12	x	2	x	x	8	0.3	-1	-8
C[C@H]1CN([C@@H](C)CO)C(=O)c2cccc(NC(=O)C3CC3)c2O[C@@H]1CN(C)CC1CC1	7	25	-6	-3.4	x	0.0	-2	1
O=C(Nc1ccc(NC(=O)C23CC4CC(CC(C4)C2)C3)cc1)c1cc(F)c(F)cc1Cl	x	-14	x	x	x	0.4	-5	-13
CC(=O)Nc1cccc(NC(=O)COC(=O)C2CC3CCCC(C2)C3=O)c1 (stereo not given)	21	-4	x	0.0	-1	0.0	2	-19
CC(C)NC(=O)N(C)C[C@@H]1OCCCC[C@@H](C)Oc2ccc(NC(=O)CCCN(C)C)cc2C(=O)N([C@@H](C)CO)C[C@H]1C	2	14	x	0.1	x	0.0	x	-40
O=C(O)CC12CC3CC(C1)CC(n1ncc(NCc4ccc(F)cc4)c(Cl)c1=O)(C3)C2	-1	-9	-10	2.5	-13	0.0	6	-5
CCCNC(=O)CSCc1nc(-c2ccc(SC)cc2)oc1C	x	-6	x	-0.2	-1	-0.1	18	1
COc1ccc(NC(=O)N[C@@H]2CC[C@H](CCn3cc(-c4ccccc4F)nn3)O[C@@H]2CO)cc1	1	-51	6	-0.1	x	0.8	2	-2
C[C@@H]1CN([C@@H](C)CO)C(=O)Cc2cc(NS(=O)(=O)c3cccs3)ccc2O[C@H]1CN(C)Cc1ccc(C(=O)Nc2ccccc2N)cc1	0	-7	-14	-1.8	x	0.1	27	20
COc1ccc(-c2nn(CCC#N)cc2C(=O)Nc2cccc(C(=O)O)c2)cc1[N+](=O)[O-]	-10	-6	-1	0.0	-1	-0.1	5	1
O=C(O)Cc1ccc(NC(=O)Nc2cccc(Cl)c2)cc1	x	-3	x	x	0	0.0	-2	-15
O=C(O)c1cc(-c2ccc3c(c2)OCO3)nc2ccc(Cl)cc12	-7	-1	x	0.4	x	0.1	x	-13
COC(=O)[C@@H]1C[C@@]2(O)[C@@H](O)[C@@H](O)[C@@H](O)C[C@H]2N1Cc1ccc(Cl)cc1	1	-3	4	0.0	-1	0.1	6	-54
C[C@H](CO)N1C[C@H](C)[C@@H](CN(C)C(=O)NC2CCCCC2)Oc2ccc(NC(=O)Cc3cn(C)c4ccccc34)cc2CC1=O	2	1	4	x	x	0.1	6	-10
COc1cccc(NC(=O)N2CCC(NC(=O)c3ccco3)CC2)c1	x	-1	1	x	-7	0.3	-4	-18
Cc1cccc(N(C)S(=O)(=O)c2c[nH]c3ccc([N+](=O)[O-])cc23)c1	-2	2	-9	0.0	-7	0.0	x	-10
O=C(Nc1ccccc1Cl)NC1(C(=O)NCc2cccnc2)CCCCC1	0	-3	1	x	1	0.4	-8	-8
CCC(=O)N1CC[C@@H]2[C@H]1c1cc(C#Cc3ccc(F)cc3)ccc1N[C@@H]2CO	0	-32	-3	0.5	-3	0.2	-6	-71
Cc1cc2c(cc1S(=O)(=O)N(C)c1ccccc1)NC(=O)CO2	1	-4	-1	-3.2	2	0.6	-4	-3
Cc1nn(-c2ccccc2)c(C)c1/C=C/C(=O)OCC(=O)Nc1ccc(C(N)=O)cc1	-4	9	-9	0.1	17	0.1	-9	-13
CCc1ccc(N(CC(=O)Nc2nc3ccc(C)cc3s2)S(=O)(=O)c2c(C)noc2C)cc1	6	-2	-5	x	-3	0.2	6	-10

3 entries from above, with bars between the fields.
Molecule | RAD54 branch | S100A4 MyoIIA | esBAF inh | E-sel inducer | FN deposition inh | XiGFP reactiv | EWS-Fli block | RAD52 anneal inh
O=C(Nc1ccccc1Cl)NC1(C(=O)NCc2cccnc2)CCCCC1 | 0 | -3 | 1 | x | 1 | 0.4 | -8 | -8
CCc1ccc(N(CC(=O)Nc2nc3ccc(C)cc3s2)S(=O)(=O)c2c(C)noc2C)cc1 | 6 | -2 | -5 | x | -3 | 0.2 | 6 | -10
CCC(=O)N1CC[C@@H]2[C@H]1c1cc(C#Cc3ccc(F)cc3)ccc1N[C@@H]2CO | 0 | -32 | -3 | 0.5 | -3 | 0.2 | -6 | -71

Continued:
SMILES	RAD54 branch	S100A4 MyoIIA	esBAF inh	E-sel inducer	FN deposition inh	XiGFP reactiv	EWS-Fli block	RAD52 anneal inh
O=C(Nc1ccc(-c2csc(Nc3ccc(Cl)cc3)n2)cc1)c1cc([N+](=O)[O-])cc(C(F)(F)F)c1	6	-3	5	0.1	4	0.1	10	-5
COc1ccc(S(=O)(=O)Nc2ccc3c(c2)C(=O)N([C@@H](C)CO)C[C@H](C)[C@@H](CN(C)C(=O)Nc2ccc4c(c2)OCO4)O3)cc1	x	x	-1	0.1	-7	-1.2	-7	x
O=C(NCCC(=O)N1CCN(Cc2c(F)cccc2Cl)CC1)c1ccc(Cl)cc1	x	1	0	-0.3	3	0.1	2	-5
O=C1CCC(C(=O)OC(C(=O)Nc2ccc([N+](=O)[O-])cc2Br)c2ccccc2)=NN1 (stereo not given)	2	2	3	-0.3	9	-0.1	-11	-15
O=C(Nc1cccc(-n2cnnn2)c1)c1ccccc1Br	-4	-4	-3	x	6	0.1	x	6
COc1cc(OC)cc(-c2n[nH]c(=S)n2-c2ccc3c(c2)OCO3)c1	x	-3	x	-2.3	-3	0.1	34	3
COc1ccc(NC(=O)Nc2ccc3c(c2)C(=O)N([C@H](C)CO)C[C@H](C)[C@H](CN(C)S(C)(=O)=O)O3)cc1	8	4	0	0.0	7	-0.9	0	1
Cc1ccccc1CN1C(=O)c2ccccc2Sc2ccc(C(=O)NCCN3CCOCC3)cc21	12	-6	0	x	5	0.1	x	-22
CCCCC/C=C/C1=CC(=O)C[C@H](c2ccc(Cl)cc2)C1	-2	-2	0	0.0	-6	0.0	5	-8
Cc1cc(C(=O)CN2C(=O)NC3(CCCCCC3)C2=O)c(C)n1C	-5	0	44*	-0.1	5	0.0	-35	-16
O=C(Nc1ccccc1)P(=O)(O)c1ccccc1	-5	-3	4	-0.3	-4	0.3	-2	-22
O=C(CCN1CCCCC1)NCC[C@H]1CC[C@H](NC(=O)c2ccc(F)cc2)[C@@H](CO)O1	-1	1	2	0.3	4	0.2	-10	9
O=C(O)/C=C/c1ccc(-c2cccc(C(F)(F)F)c2)o1	x	-21	6	0.2	0	-0.1	-12	-105
COc1cccc(C(=O)NCc2ccc3c(c2)OCO3)c1	-13	-2	9	4.0	-24	0.0	-13	-18
Cc1csc2nc(CNS(=O)(=O)c3ccc(-c4ccccc4)cc3)cn12	-4	-4	5	-2.3	-5	0.0	5	-4
CCCN(CC(=O)Nc1cc(Cl)ccc1Cl)C(=O)c1ccc(N2CCCC2=O)cc1	-5	-2	11	-1.5	2	-0.1	0	-6
Cc1c(C)n(Cc2ccccc2)c2ccc(C(=O)O)cc12	-2	1	x	8.9	-2	0.0	-2	-16
C[C@@H]1CN([C@H](C)CO)C(=O)c2cc(NS(=O)(=O)c3ccc(Cl)cc3)ccc2O[C@H]1CN(C)C(=O)Nc1ccc(F)cc1	2	6	-4	0.3	x	-0.2	8	8
CC1(C)C(=O)C2(CCCCC2)C(=O)OC1c1cccn1-c1ccc([N+](=O)[O-])cc1 (stereo not given)	x	-1	x	x	x	0.1	0	-7
O=C(O)C[C@H]1C[C@@H]2c3cc(NC(=O)c4ccc5c(c4)OCO5)ccc3O[C@@H]2[C@@H](CO)O1	-2	49	1	0.0	-3	0.0	-2	19
CCCNC(=O)[C@@H]1[C@@H](CO)[C@@H]2Cn3c(ccc(C4=CCCCC4)c3=O)[C@@H]2N1Cc1ccccc1F	1	-9	-5	-0.3	7	0.2	-1	-13
CCn1c(C)c2c([n+]1CC)CC(C)(C)CC2=O	7	-2	-3	x	x	x	4	-8
CCOCCn1ccc2c(OCC(=O)Nc3ccccc3OC)cccc2c1=O	1	-5	4	-1.3	-2	0.1	9	-11
COc1ccccc1-c1cn[nH]c1-c1ccc(O)cc1O	-3	-2	3	0.5	5	0.1	-2	-2
C[C@@H]1CN([C@@H](C)CO)S(=O)(=O)c2ccc(Br)cc2O[C@@H]1CN(C)Cc1ccccn1	0&1	-3&5	2&0	0.5&-0.4	-4&-9	0.3&-1.1	6&0	1&0
C=CCC[C@@H](Cc1ccc(F)cc1)C(=O)OC[C@H](C)NC(=O)[C@@H](CC=C)CC(=O)N(CCO)Cc1ccccc1	8	-2	3	x	-4	-0.2	-3	-13

Given as labelled records: part of the list above
CCOCCn1ccc2c(OCC(=O)Nc3ccccc3OC)cccc2c1=O
  RAD54 branch = 1; S100A4 MyoIIA = -5; esBAF inh = 4; E-sel inducer = -1.3; FN deposition inh = -2; XiGFP reactiv = 0.1; EWS-Fli block = 9; RAD52 anneal inh = -11

COc1ccccc1-c1cn[nH]c1-c1ccc(O)cc1O
  RAD54 branch = -3; S100A4 MyoIIA = -2; esBAF inh = 3; E-sel inducer = 0.5; FN deposition inh = 5; XiGFP reactiv = 0.1; EWS-Fli block = -2; RAD52 anneal inh = -2

C[C@@H]1CN([C@@H](C)CO)S(=O)(=O)c2ccc(Br)cc2O[C@@H]1CN(C)Cc1ccccn1
  RAD54 branch = 0&1; S100A4 MyoIIA = -3&5; esBAF inh = 2&0; E-sel inducer = 0.5&-0.4; FN deposition inh = -4&-9; XiGFP reactiv = 0.3&-1.1; EWS-Fli block = 6&0; RAD52 anneal inh = 1&0

Screening results deposited in PubChem BioAssay by Broad Institute.
